SRC1 inh – inhibits human SRC1 coactivator. 0.12% of 360,000 active. inhibition, % at 3.6 µM. HEK293 GAL4-SRC1 luciferase reporter, luminescence. Q15788. AID 588354;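 active means inhibition above the campaign mean plus 3 SD, with each screening campaign given its own cutoff, cut at about 60% in these data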;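 further: 0% = DMSO treated cells and 100% = gossypol at 36 µM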
CF NFkB inh – inhibitors of cystic fibrosis induced NF-kB; KKLEB NF-kB-GFP reporter, PAF-induced, GFP fluorescence overnight; inhibition, % at 5 µM; 0.86% of 360,000 active;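 active means at least 50% inhibition at 5 µM, scaled per plate between neutral and stimulator controls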;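 further: PAF is a Pseudomonas aeruginosa culture filtrate used as stimulus; plate controls were PAF-stimulated DMSO wells for no effect and unstimulated DMSO wells for full effect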
COUP-TFII inh – blocks human COUP-TFII nuclear receptor. AID 686940. HEK293T NGFI-A luciferase reporter, luminescence. inhibition, % at 8.6 µM. 0.7% of 370,000 active;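 active means inhibition above a per-plate cutoff, mean inhibition of test wells between control levels plus 3 SD, cut at about 38% in these data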;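 further: cells cotransfected with COUP-TFII expression vector driving the NGFI-A reporter; 0% = median of COUP-TF2 test wells and 100% = reporter-only cells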
Target sequence (P24468 whole entry, looked up): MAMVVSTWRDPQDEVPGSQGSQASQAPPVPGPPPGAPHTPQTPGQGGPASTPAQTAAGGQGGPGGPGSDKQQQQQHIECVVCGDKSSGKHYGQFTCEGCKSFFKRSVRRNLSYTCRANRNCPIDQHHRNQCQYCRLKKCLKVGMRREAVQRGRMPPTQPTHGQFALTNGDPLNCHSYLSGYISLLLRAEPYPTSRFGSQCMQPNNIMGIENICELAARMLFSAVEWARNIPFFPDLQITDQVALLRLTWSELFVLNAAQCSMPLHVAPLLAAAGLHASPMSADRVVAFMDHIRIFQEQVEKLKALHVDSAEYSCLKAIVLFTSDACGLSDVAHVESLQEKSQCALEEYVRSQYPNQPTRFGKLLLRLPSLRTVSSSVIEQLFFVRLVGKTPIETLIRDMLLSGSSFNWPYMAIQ
LMP1 NFkB inh – inhibitors of Epstein-Barr LMP1-induced NF-kappaB reporter; LMP1-induced NF-kappaB luciferase reporter cells, luminescence; inhibition, % at 12.5 µM; 0.69% of 350,000 active; in the data active means inhibition above about 41%;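 further: 0% = neutral control wells and 100% = reference inhibitor control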
TRAIL sens C8 – sensitizes caspase-8 expressing cells to TRAIL | inhibition (viability loss, TRAIL sensitization), % at 10 µM | 1% of 360,000 active | NB7+C8 cells + TRAIL, ATPlite viability luminescence | AID 624354;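 active means compounds causing at least 50% loss of cell viability in the single-dose screen, relative to plate controls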
LRH-1 inv ag – NR5A2 inverse agonism in reporter assay; O00482; HEK293T StAR-luciferase reporter, LRH-1 transfected, 24 h; inhibition, % at 3.6 µM; 0.13% of 360,000 active; AID 602396;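 active means inhibition above the mean inhibition of all tested compounds plus 3 SD, cut at about 73% in these data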;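 further: 0% = DMSO wells and 100% = reporter-only cells lacking LRH-1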
Target sequence (O00482 whole entry, looked up): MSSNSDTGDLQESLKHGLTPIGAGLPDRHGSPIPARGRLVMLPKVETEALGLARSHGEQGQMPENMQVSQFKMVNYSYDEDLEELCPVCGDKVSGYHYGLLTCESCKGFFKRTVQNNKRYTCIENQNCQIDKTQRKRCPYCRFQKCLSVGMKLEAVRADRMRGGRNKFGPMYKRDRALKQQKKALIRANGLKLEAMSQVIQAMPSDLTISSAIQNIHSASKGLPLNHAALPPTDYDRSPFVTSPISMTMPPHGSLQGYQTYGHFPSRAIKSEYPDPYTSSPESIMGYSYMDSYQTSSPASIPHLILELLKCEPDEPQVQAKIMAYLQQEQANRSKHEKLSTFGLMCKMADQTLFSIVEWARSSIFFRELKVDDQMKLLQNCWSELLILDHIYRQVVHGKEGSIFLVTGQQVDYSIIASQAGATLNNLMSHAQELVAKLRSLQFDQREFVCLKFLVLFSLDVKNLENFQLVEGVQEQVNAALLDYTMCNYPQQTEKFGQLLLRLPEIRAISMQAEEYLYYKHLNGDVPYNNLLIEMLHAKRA
TROY NFkB inh – TROY signaling inhibition; inhibition, % at 10 µM; 0.98% of 360,000 active; Q293 LMP1-TROYcd NF-kB luciferase reporter, 4 h;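 active means compounds whose plate-normalised and pattern-corrected inhibition of the luciferase reporter signal at the single screening dose is 50% or more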
Shn3 inh set2 – inhibitors of Schnurri-3 3'UTR reporter in osteoblasts. inhibition, % at 12.5 µM. Clone20 osteoblast Shn3 3'UTR firefly luciferase, 24 h. 0.52% of 360,000 active;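 active means mean inhibition of at least 75% with every replicate also reaching 75%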;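 further: 0% = median of neutral control wells and 100% = pilot-screen positive control compound; some compounds past the cut are filed as inactive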
NCOA3 inh – human NCOA3 inhibition; Q9Y6Q9; HEK293 GAL4-SRC3 luciferase reporter, luminescence; inhibition, % at 3.6 µM; 0.17% of 360,000 active; AID 588352;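 active means inhibition above a per-campaign cutoff, the mean of all compounds plus 3 SD, cut at about 60% in these data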;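 further: 0% = DMSO-treated cells and 100% = gossypol-treated cells at 36 µM; higher means less SRC3-driven luciferase light from the GAL4 reporter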
KKLEB cytotox – CF airway cell cytotoxicity counter-screen; KKLEB CF airway cells viability, ATPlite luminescence, overnight; hits give low values; cells stimulated with P. aeruginosa culture filtrate; activity change (cytotoxicity), % at 5 µM; 0.36% of 360,000 active; AID 602141;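 active means corrected activity change at or below -50% at 5 µM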
TWEAK-Fn14 inh – inhibitors of TWEAK-Fn14 interaction signaling; TWEAK-stimulated Fn14 reporter cells, luciferase luminescence, 8 h; 2% of 360,000 active; inhibition, % at 10 µM; AID 1159606; in the data active means inhibition above about 50%
Starred values were filed as active, the others as inactive; . = no result given. These rows are one share of the data; rates above refer to the full screens.

SMILES	SRC1 inh	CF NFkB inh	COUP-TFII inh	LMP1 NFkB inh	TRAIL sens C8	LRH-1 inv ag	TROY NFkB inh	Shn3 inh set2	NCOA3 inh	KKLEB cytotox	TWEAK-Fn14 inh
Cc1ccc(NC(=O)COC(=O)C2CCC2)cc1S(=O)(=O)N1CCCCC1	-17	4	-8	-7	-9	-10	10	9	14	-11	1
O=C(COC(=O)c1cc[n+]([O-])cc1)NCc1ccccc1Cl	-20	-16	-2	-5	-3	-8	-8	10	1	1	-5
Cn1nc([N+](=O)[O-])nc1Sc1nnnn1-c1cccc(C(=O)O)c1	-1	9	-9	-2	-11	10	8	3	10	-8	-1
C=CCn1c(OCc2ccccc2)n[nH]c1=S	-13	-2	-12	-5	-14	-7	-9	-5	-13	-1	-3
CC(C)(C)OC(=O)C[C@@H]1C/C=C\C[C@H](CC(=O)NCCO)C(=O)N[C@H](Cc2ccccc2)COC1=O	-14	14	-5	-13	-4	9	-18	-23	-6	5	3
CCCCNC(=O)Cn1cnc2c(cnn2-c2ccc(C)c(C)c2)c1=O	4	-1	-5	-5	-4	12	-4	-14	15	10	1
O=C1CC(NCc2ccco2)C(=O)N1CCc1ccccc1 (stereo unspecified)	2	3	-1	-5	12	-8	-12	-4	12	-3	9
CC(=O)N(C1=C(Cl)C(=O)c2ccccc2C1=O)C1CCCCC1	-23	11	18	24	8	32	21	7	-6	-13	15
O=S(=O)(c1ccc(Cl)c(NC(=S)Nc2cccc(O)c2)c1)N1CCOCC1	5	-17	21	-18	-8	7	0	-13	6	-3	-3
O=C1c2ccccc2C(=O)N1CCCCN(C(=O)c1ccc(Cl)s1)c1ccc(Cl)cc1	-5	12	9	-2	6	8	5	24	8	-16	-1
Cc1cc(N=Cc2c(O)ccc3cc(Br)ccc23)no1	3	8	14	56*	-7	-8	49	-4	20	16	41
COc1ccc(C)cc1NC(=O)Nc1ccc(C(=O)N2CCCC2)cc1	6	4	-24	-2	16	-50	-2	-14	-2	-8	-19
Cc1ccc(Nc2nc(N)nc(CSc3nc(C)cc(C)n3)n2)cc1	-9	20	-13	-3	5	-30	-3	3	-4	-6	3
Cn1cc(CCCC(=O)NCc2ccccc2)c2ccccc21	-36	7	-14	-8	-8	-11	2	4	-7	-22	-9
CC(=O)Nc1ccc(Nc2nc(-c3ccccc3)nc3ccccc23)cc1	7	-51	19	-7	18	19	38	14	9	-1	1
Cc1c(C(=O)NC2CCCc3ccccc32)oc2ccc(S(=O)(=O)N3CCOCC3)cc12 (stereo unspecified)	-17	6	11	5	-29	2	-12	7	9	-13	-13
Cc1ccc(NC(=O)COC(=O)c2ccc(OC(F)F)cc2)cc1S(=O)(=O)N1CCCCC1	8	8	-13	-5	-14	-12	22	7	-2	6	-4
Cn1c(SCC(=O)NNC(=O)Cc2ccccc2)nnc1-c1ccc(Cl)cc1	-10	6	8	3	4	13	-1	3	2	11	-5
C#CCOCCOCCOCCNc1nc(N2CCN(C(=O)[C@H]([C@@H](C)CC)n3cc([C@@H](N)CO)nn3)CC2)nc(N2CCN(C(=O)[C@H](CCCCN)n3cc([C@@H](N)CO)nn3)CC2)n1	-5	-6	-12	26	-5	6	-15	-23	-4	8	6
Cc1csc2nc(O)c(C(=O)NCCCN3CCCC3=O)c(=O)n12	-6	-14	1	12	2	-14	2	-9	2	3	2

4 of the compounds above, as labelled records.
smiles: CCCCNC(=O)Cn1cnc2c(cnn2-c2ccc(C)c(C)c2)c1=O
  SRC1 inh: 4
  CF NFkB inh: -1
  COUP-TFII inh: -5
  LMP1 NFkB inh: -5
  TRAIL sens C8: -4
  LRH-1 inv ag: 12
  TROY NFkB inh: -4
  Shn3 inh set2: -14
  NCOA3 inh: 15
  KKLEB cytotox: 10
  TWEAK-Fn14 inh: 1

smiles: O=C1CC(NCc2ccco2)C(=O)N1CCc1ccccc1 (stereo unspecified)
  SRC1 inh: 2
  CF NFkB inh: 3
  COUP-TFII inh: -1
  LMP1 NFkB inh: -5
  TRAIL sens C8: 12
  LRH-1 inv ag: -8
  TROY NFkB inh: -12
  Shn3 inh set2: -4
  NCOA3 inh: 12
  KKLEB cytotox: -3
  TWEAK-Fn14 inh: 9

smiles: CC(=O)N(C1=C(Cl)C(=O)c2ccccc2C1=O)C1CCCCC1
  SRC1 inh: -23
  CF NFkB inh: 11
  COUP-TFII inh: 18
  LMP1 NFkB inh: 24
  TRAIL sens C8: 8
  LRH-1 inv ag: 32
  TROY NFkB inh: 21
  Shn3 inh set2: 7
  NCOA3 inh: -6
  KKLEB cytotox: -13
  TWEAK-Fn14 inh: 15

smiles: O=S(=O)(c1ccc(Cl)c(NC(=S)Nc2cccc(O)c2)c1)N1CCOCC1
  SRC1 inh: 5
  CF NFkB inh: -17
  COUP-TFII inh: 21
  LMP1 NFkB inh: -18
  TRAIL sens C8: -8
  LRH-1 inv ag: 7
  TROY NFkB inh: 0
  Shn3 inh set2: -13
  NCOA3 inh: 6
  KKLEB cytotox: -3
  TWEAK-Fn14 inh: -3

The listing picks up with the 4 entries that preceded the break.
SMILES	SRC1 inh	CF NFkB inh	COUP-TFII inh	LMP1 NFkB inh	TRAIL sens C8	LRH-1 inv ag	TROY NFkB inh	Shn3 inh set2	NCOA3 inh	KKLEB cytotox	TWEAK-Fn14 inh
Cc1ccc(NC(=O)COC(=O)c2ccc(OC(F)F)cc2)cc1S(=O)(=O)N1CCCCC1	8	8	-13	-5	-14	-12	22	7	-2	6	-4
Cn1c(SCC(=O)NNC(=O)Cc2ccccc2)nnc1-c1ccc(Cl)cc1	-10	6	8	3	4	13	-1	3	2	11	-5
C#CCOCCOCCOCCNc1nc(N2CCN(C(=O)[C@H]([C@@H](C)CC)n3cc([C@@H](N)CO)nn3)CC2)nc(N2CCN(C(=O)[C@H](CCCCN)n3cc([C@@H](N)CO)nn3)CC2)n1	-5	-6	-12	26	-5	6	-15	-23	-4	8	6
Cc1csc2nc(O)c(C(=O)NCCCN3CCCC3=O)c(=O)n12	-6	-14	1	12	2	-14	2	-9	2	3	2
CCn1ccnc1CN(C)Cc1nc(-c2ccccc2)no1	-18	1	0	-2	13	-16	-25	-28	-17	-6	1
CCCC(=O)N1CCC1(C)C(=O)Nc1ncc(C(=O)OC)s1 (stereo unspecified)	2	-19	-15	.	4	15	5	0	-10	5	-9
Cc1ccc(C)c(S(=O)(=O)ON2C(=O)c3ccccc3C2=O)c1	-18	-8	5	-1	-5	-14	-9	65	-8	-13	9
O=C(NCc1ccccc1)c1ccc(F)c(F)c1	14	9	8	-6	-7	-2	-18	-7	-13	-3	-2
COCCn1c(SCC(=O)/C=C2\N(C)c3ccccc3C2(C)C)nnc1-c1ccncc1	4	3	-1	2	31	6	21	89*	1	-7	18
COc1ccc(NC(=O)C(=O)NCC2CCCN2S(=O)(=O)c2ccc(C)cc2)cc1 (stereo unspecified)	1	52*	-56	5	16	32	36	50	26	-19	-9
Cc1ccc(C(=O)COC(=O)c2cc(=O)[nH]c3ccccc23)cc1	-5	7	22	-3	34	4	12	-48	1	0	14
COc1ccc(NS(=O)(=O)c2cccc(C(=O)NC3CCN(Cc4ccccc4)CC3)c2)cc1	-3	-8	28	8	16	14	20	42	17	4	11
C=CCC(NCCCO)c1cccc(OC)c1OC (stereo unspecified)	2	1	-4	2	-13	12	-11	3	-6	5	2
Cn1nc(Cc2n[nH]c(=S)n2C)c2ccccc2c1=O	5	8	-12	8	1	0	4	19	-5	1	1
Cc1cccc(NC(=O)CCNS(=O)(=O)c2cccc3nsnc23)c1C	11	3	10	3	-6	-14	-6	-10	3	2	13
NS(=O)(=O)c1ccc(Nc2nc(-c3ccc(F)cc3)cs2)cc1	7	-32	-7	-10	-9	-18	-12	-12	-16	-12	27
Cc1ccnc(SCC(=O)NC2CC2)n1	4	7	7	1	6	2	-19	-27	8	11	0
CCCCNS(=O)(=O)c1ccc(NS(=O)(=O)c2c(C)cc(C)cc2C)cc1	15	6	22	3	9	16	20	0	-17	6	4
CC1=Nc2nc(N3CCCCCC3)c(C#N)c3c4c(nc(c23)N1)N(c1ccc2ccccc2c1)C(=O)C4	-1	4	.	2	-19	-10	21	6	3	1	0
NC(=O)C1CCN(CC(O)CSc2ccccc2)CC1 (stereo unspecified)	6	5	4	-3	-22	10	-1	-6	3	-7	6
C/C=C(/C)C(=O)Nc1cccc(C2=NOC3(C2)C[C@@H](C(N)=O)N(C(=O)CCCCC)C3)c1 (stereo partly specified)	-17	-2	2	0	2	4	-10	-16	-11	6	-31
CC1(C)CC(=NOC(=O)c2ccccc2)CC(C)(C)N1	-6	-9	.	0	-28	3	3	7	5	-3	16
Cc1cc(S(N)(=O)=O)c(N)c(S(N)(=O)=O)c1	7	5	-18	6	5	12	22	3	4	11	11
Cc1ccc(N(CC(=O)NCc2ccco2)C(=O)CCC(=O)Nc2ccccn2)c(C)c1	7	-19	7	-4	32	11	-2	16	20	-5	-16
CCCSc1nsc(NC(=O)C(c2ccccc2)c2ccccc2)n1	-6	26	.	2	43	12	55*	-2	7	-4	11
O=S(=O)(c1ccccc1F)N1CCN(Cc2nc3ccccc3[nH]2)CC1	0	-16	-8	4	-5	-15	0	6	-16	7	-14
COc1ccc(CCNC(=O)COC(=O)c2ccco2)cc1OC	-4	17	-1	-1	-4	6	-3	8	25	-22	-2
O=C(CN1C(=O)S/C(=C\c2ccc(Cl)cc2)C1=O)NC1C=CS(=O)(=O)C1 (stereo unspecified)	-14	2	-3	-3	0	0	1	32	12	-2	13
O=C(NCCc1ccccc1)c1oc2ccccc2c1COc1ccccc1	-12	7	-13	-23	9	-36	-22	-8	-10	-2	-18
CCCOc1ccccc1OCC(=O)Nc1ccc(S(=O)(=O)N2CCCCC2)cc1	4	4	14	2	14	-2	26	7	9	-6	6
Cc1nc2cc3c(=O)n(C)cnc3cc2n1Cc1ccccc1	18	-53	-7	-3	-11	16	-11	-12	20	14	-36
O=C(NCCc1ccc(Cl)cc1Cl)C1=CC=CN2CCS(=O)(=O)N=C12	-5	-19	11	-1	4	9	-5	-11	2	0	10
COc1ccc(-c2noc(CCC(N)=O)n2)cc1OC	-62	0	-18	-11	-9	19	6	16	-7	3	-1
O=C(NCc1nnc(SCC(=O)N2CCC(Cc3ccccc3)CC2)o1)c1ccco1	-7	13	9	3	7	2	3	3	13	-3	4
COc1ccccc1N1CCN(S(=O)(=O)c2ccc3c(c2)n(C)c(=O)n3C)CC1	-10	10	10	-13	-2	16	7	14	1	-6	22
CCCN1Cc2cccc(C(=O)Nc3ccc4c(c3)OCCO4)c2C1=O	-2	-9	10	-6	-9	-9	4	-10	-1	14	-1
Cn1cnc(C(=O)NCc2ccc(CNC(=O)OC(C)(C)C)cc2)c1C(=O)NCc1ccc(CNC(=O)OC(C)(C)C)cc1	8	12	21	14	17	6	21	72	11	-12	58*
O=C(NCCS(=O)(=O)N1CCN(c2ccccc2)CC1)c1ccco1	-1	14	15	1	-11	-6	11	-11	12	-1	-6
c1ccc(OCCCn2nnc(-c3cccnc3)n2)cc1	-16	-4	11	0	-7	-18	-4	-1	1	-4	5

From PubChem BioAssay
